Screening data (PubChem)
HIV fusion peptide = inhibitors of HIV fusion peptide binding, primary screen, biochemical, uHTS, fluorescence dequenching (AID 1986). 290,000 compounds, 0.3% hits. cell-free peptide binding, fluorescence dequenching, 30 min; higher % means a stronger effect. inhibition, % at 20 µM, or IC50 in µM where a hit was titrated; in the data active = inhibition mostly above about 52%, no sharp cut-off; inactive = mostly below about 76%; also: some results filed as inactive read as strong as hits
GPR55 antagonists = GPR55 antagonists blocking LPI-driven arrestin recruitment, primary screen, imaging, U2OS, beta-arrestin-GFP, LPI agonist (AID 2013). 290,000 compounds, 0.13% hits. U2OS GPR55 beta-arrestin-GFP translocation imaging, LPI antagonism; higher % means a stronger effect. one-dose inhibition, % at 10 µM; IC50 in µM for titrated hits;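 active = spots per cell inhibited over 60%, with over 100 cells counted and total cytoplasm intensity under 500,000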;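 also: U2OS cells stably carrying GPR55 and arrestin-GFP stimulated by 5 µM LPI near EC80; imaged beta-arrestin-GFP aggregate spots per cell after agonist stimulation; plate controls were LPI-stimulated DMSO wells for no effect and DMSO wells without LPI for full effect; some results filed as inactive read as strong as hits; confirmed hits need IC50 under 10 µM and bright autofluorescent wells are also inconclusive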
PhoP inhibition = PhoP-dependent GFP reporter repression – Salmonella Typhimurium, primary screen (AID 1863) | S. Typhimurium PhoP-regulated promoter GFP reporter, 4 h; higher % means a stronger effect | inhibition, % at 50 µM; hits with a dose series show IC50 in µM | 300,000 compounds, 0.16% hits;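 active = inhibition over 29.93%, a cutoff 3 SD above the screen mean, later confirmed by dose response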;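 also: 0% = low Mg2+ inducing control and 100% = high Mg2+ repressing control; strong numbers were not always called active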
GPR35 arrestin U2OS = GPR35 antagonists blocking zaprinast-driven arrestin recruitment, primary screen, imaging, U2OS, beta-arrestin-GFP, zaprinast agonist (AID 2058) | U2OS GPR35 beta-arrestin-GFP translocation imaging, zaprinast antagonism; higher % means a stronger effect | inhibition, % at 10 µM; hits with a dose series show IC50 in µM | 290,000 compounds, 0.052% hits;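 active = inhibition of at least 50% with at least 30 cells and total cytoplasm GFP at most 10,000,000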
SIAH1 antagonists = Siah-1 peptide-binding antagonists, primary screen, biochemical, fluorescence polarization, rhodamine-plectin, uHTS (AID 1817). Siah-1 / rhodamine-plectin peptide fluorescence polarization; higher % means a stronger effect. one-dose displacement, % at 20 µM; IC50 in µM for titrated hits. 290,000 compounds, 0.02% hits;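 active = displacement of at least 50% at 20 µM, with a fluorescence ratio check between 0.3 and a set limit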;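 also: plate controls were Siah plus tracer with DMSO for no effect and tracer alone without Siah for full effect; strong numbers were not always called active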
NTR1 ag = agonists of NTR1, primary screen, imaging, U2OS cells, beta-arrestin-GFP, high content (AID 493036). NTR1-U2OS beta-arrestin-GFP spot imaging, agonist mode. activation, % at 20 µM. 330,000 compounds, 0.17% hits;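 active = activation at or above 40% of the spot to cytoplasm intensity ratio, with at least 20 cells analyzed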;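 also: 0% = DMSO without peptide and 100% = 100 nM NTR1 peptide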
Target sequence (P30989 whole entry, looked up): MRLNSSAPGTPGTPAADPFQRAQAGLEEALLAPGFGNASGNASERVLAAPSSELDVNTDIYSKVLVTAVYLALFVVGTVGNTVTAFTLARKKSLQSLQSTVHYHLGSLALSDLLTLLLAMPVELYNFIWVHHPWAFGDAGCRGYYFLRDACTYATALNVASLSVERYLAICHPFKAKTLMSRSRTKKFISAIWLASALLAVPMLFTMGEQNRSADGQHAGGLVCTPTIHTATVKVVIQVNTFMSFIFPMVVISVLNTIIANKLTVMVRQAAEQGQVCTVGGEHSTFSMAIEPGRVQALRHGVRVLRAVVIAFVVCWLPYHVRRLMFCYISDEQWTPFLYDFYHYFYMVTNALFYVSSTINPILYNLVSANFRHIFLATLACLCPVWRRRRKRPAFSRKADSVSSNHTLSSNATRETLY
Rac1 GTP hydrolysis = MgcRacGAP GTPase-activating activity inhibitors, confirmation, biochemical, ADP Hunter fluorescence; MgcRacGAP-stimulated Rac1 GTP hydrolysis, ADP Hunter fluorescence; higher % means a stronger effect; GST-tagged Rac1 F28L mutant substrate; inhibition, % at 30 µM; hits with a dose series show IC50 in µM; 340,000 compounds, 0.6% hits;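 active = first-screen hits whose inhibition reached a set limit at any dose in the follow-up dose series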;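 also: fluorescence reports GDP produced by GAP-driven GTP hydrolysis; strong numbers were not always called active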
LYP phosphatase = inhibitors of LYP phosphatase, biochemical, fluorescence intensity, uHTS (AID 1779) | recombinant LYP phosphatase, fluorescence intensity; higher % means a stronger effect | inhibition, % at 11.5 µM; hits with a dose series show IC50 in µM | 290,000 compounds, 0.054% hits; in the data active = inhibition above about 50%;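 also: plate controls were vehicle with enzyme for no effect and no enzyme for full effect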
Myeloid diff 2 = myeloid differentiation induction | ER-HoxA9 myeloid progenitors, lysozyme-GFP differentiation, flow cytometry | calls only at 10 µM | 360,000 compounds, 1% hits | AID 624256;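 active = normalized GFP-positive differentiation at or above the plate's own cutoff, the solvent-only control mean plus 3 SD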;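 also: cells exposed to compound for four days before flow analysis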
NTR1 ag cell count 20 µM = second read-out of NTR1 ag, no call of its own (marks repeat the call); cell count; measured here: cell count, cytotoxicity flag
Myeloid diff 2 GFP+ MAC1+ % = second read-out of Myeloid diff 2, no call of its own (marks repeat the call); GFP+ MAC1+ double positive, %; measured here: differentiation confirmed by MAC1 staining
* = called active by the depositor; i = inactive; . = no result given; + = active, no number.

SMILES	HIV fusion peptide	GPR55 antagonists	PhoP inhibition	GPR35 arrestin U2OS	SIAH1 antagonists	NTR1 ag	NTR1 ag cell count 20 µM	Rac1 GTP hydrolysis	LYP phosphatase	Myeloid diff 2	Myeloid diff 2 GFP+ MAC1+ %
N#Cc1c(-c2ccccc2)cc(-c2ccccc2)nc1SCc1nnc(-c2ccccc2)o1	6.6%	2.5%	-9.6%	4.8%	-0.8%	1.4	76	-9.9%	-2.4%	i	0.8
CCOC(=O)c1c(NC(=O)CSc2nnc3c(n2)[nH]c2ccc(F)cc23)sc(C(C)=O)c1C	3.9%	6.9%	-0.5%	11.4%	-7.4%	5.5	93	3.5%	-6.2%	i	0.6
O=C(Nc1cccc(-c2nnc(-c3ccco3)o2)c1)C(c1ccccc1)c1ccccc1	0.2%	-0.3%	-4.7%	7.2%	3.4%	6.4	44	2.4%	4.8%	i	0.7
O=[N+]([O-])c1ccc2c(c1)nc1n2CCN(CC2CCCO2)C1 (centres undefined)	0.3%	-9.3%	-2.3%	0.0%	2.2%	-1.0	61	3.2%	-2.0%	i	0.2
CCN(c1ccccc1)S(=O)(=O)c1ccc(NC(=O)c2ccco2)cc1	-1.0%	2.8%	-0.1%	10.6%	-1.3%	0.4	44	11.2%	-1.2%	i	0.3
O=C(O)C1SCCN1S(=O)(=O)c1ccc2ccccc2c1 (centres undefined)	4.4%	-4.7%	0.4%	1.1%	0.3%	0.5	72	4.3%	3.9%	i	0.8
OCCNc1ncnc2c1sc1nc(N3CCOCC3)c3c(c12)CCC3	-1.0%	-3.2%	1.5%	-14.9%	1.3%	1.8	64	11.4%	3.0%	i	0.4
Cc1cc(C)nc(Sc2ccc(/C=C(\C#N)C(N)=O)o2)n1	3.8%	9.4%	0.0%	0.3%	8.2%	0.0	37	8.3%	-6.7%	i	0.5
N#Cc1nc(-c2ccc(F)cc2)oc1N1CCN(C(=O)c2ccco2)CC1	-1.9%	-4.6%	0.2%	0.8%	5.0%	-1.8	51	2.6%	-7.3%	i	0.6
O=C(NCc1ccccc1)c1ccc(N2C(=O)C3CCCCC3C2=O)cc1 (centres undefined)	1.1%	8.9%	-1.1%	-7.0%	-0.9%	-1.3	43	1.7%	-4.1%	i	1.0
Cc1cc(-c2cc(C(=O)NCc3ccccc3)on2)nc(NC2CCCC2)n1	-1.1%	6.1%	-4.6%	-4.5%	3.2%	-1.4	86	9.3%	-1.9%	i	0.5
Cc1ccc(/C=N/NC(=O)c2ccncc2)cc1	-0.3%	0.6%	-6.4%	4.4%	-2.3%	0.8	56	2.2%	2.5%	i	0.7
COC(=O)c1cc(C(=O)Nc2cc(C)on2)cc([N+](=O)[O-])c1	-0.5%	-7.4%	-2.5%	-7.3%	15.3%	-1.1	51	3.2%	-12.3%	.	.
CC(C)Cn1c(-c2ccccc2F)n[nH]c1=S	-0.9%	4.8%	-5.5%	-12.8%	-4.4%	1.3	57	0.6%	-8.4%	i	0.8
O=C(COC(=O)/C=C/c1ccc(C(F)(F)F)cc1)NC1CC1	.	.	3.2%	.	.	-0.3	62	0.4%	.	i	0.6
COC(=O)CN(n1cnnc1)S(=O)(=O)c1ccc(C)cc1	2.0%	1.8%	4.5%	6.4%	-2.6%	-1.1	44	4.8%	-4.5%	i	1.5
Cc1ccc(P(=O)(OCCN2CCOCC2)C(C)(C)C)o1 (centres undefined)	-0.4%	-3.9%	-6.3%	7.7%	-3.1%	1.6	38	2.3%	0.6%	i	3.7
O=C(NCCn1cccc1)c1cccc2ccccc12	-2.0%	-1.3%	-4.2%	9.1%	3.5%	1.1	50	5.8%	3.6%	i	3.3
COC(=O)/C=C/C(=O)NCc1ccco1	-1.1%	5.6%	4.8%	1.5%	-2.1%	0.8	50	6.0%	-4.2%	.	.
CCOc1ccc(NC(=O)N2CCC(c3nc4ccccc4[nH]3)CC2)cc1	-0.4%	0.2%	-0.1%	-1.6%	-3.1%	-0.6	74	4.7%	0.0%	i	0.2
COc1ccccc1C(=O)COC(=O)CSCC(=O)Nc1cc(C)on1	.	.	-5.2%	.	.	1.0	50	5.8%	.	i	0.8
O=C(CSc1nc(N2CCOCC2)nc(N2CCOCC2)n1)Nc1ccccc1F	-0.1%	13.1%	1.4%	2.7%	-5.1%	-0.6	43	4.0%	-5.1%	i	0.7
COc1cc(/C=C(\C#N)c2nc3ccccc3s2)ccc1OCC(=O)Nc1ccccc1	44.3%	9.2%	-8.2%	-0.4%	1.1%	.	.	5.5%	-2.6%	+	1.0*
O=C(NC(CO)(CO)CO)[C@@H]1CCCN1S(=O)(=O)c1cccc2cccnc12	.	.	11.5%	.	.	5.4	97	1.0%	.	i	2.9
O=C(COC(=O)c1n[nH]c(=O)c2ccccc12)c1ccc(Br)cc1	-1.7%	-2.1%	-3.5%	8.0%	-0.4%	0.1	46	1.8%	-6.5%	i	0.2
O=[N+]([O-])c1ccc(-n2cc(-c3ccccc3)nn2)cc1	-1.4%	-5.4%	4.8%	7.3%	2.4%	-0.1	72	-4.5%	-7.1%	i	0.0
COc1ccc(N(C(=O)C(C)C)S(=O)(=O)c2cccc([N+](=O)[O-])c2)cc1	-1.4%	7.9%	9.0%	-8.9%	2.0%	-0.5	38	2.0%	-2.2%	i	0.3
CCOCCCNC(=O)Cc1ccc(-n2c(CC)nc3cccnc32)cc1	5.0%	-0.8%	7.3%	17.7%	-3.3%	0.6	68	6.9%	-8.7%	i	0.5
CC(C)OC(=O)c1cc2c(=O)[nH]c(C(Cl)(Cl)Cl)nc2o1	11.5%	-1.5%	-8.4%	-8.6%	2.2%	2.3	40	-4.0%	7.4%	i	0.9
O=C(N=C1SC2CS(=O)(=O)CC2N1Cc1ccc(F)cc1)C1CC1 (centres undefined)	-1.8%	-8.8%	-5.8%	6.3%	5.5%	-0.2	81	15.4%	-8.8%	i	1.4

Arranged by SMILES length (rising): four of the compounds above
SMILES	HIV fusion peptide	GPR55 antagonists	PhoP inhibition	GPR35 arrestin U2OS	SIAH1 antagonists	NTR1 ag	NTR1 ag cell count 20 µM	Rac1 GTP hydrolysis	LYP phosphatase	Myeloid diff 2	Myeloid diff 2 GFP+ MAC1+ %
O=[N+]([O-])c1ccc(-n2cc(-c3ccccc3)nn2)cc1	-1.4%	-5.4%	4.8%	7.3%	2.4%	-0.1	72	-4.5%	-7.1%	i	0.0
O=C(CSc1nc(N2CCOCC2)nc(N2CCOCC2)n1)Nc1ccccc1F	-0.1%	13.1%	1.4%	2.7%	-5.1%	-0.6	43	4.0%	-5.1%	i	0.7
COc1cc(/C=C(\C#N)c2nc3ccccc3s2)ccc1OCC(=O)Nc1ccccc1	44.3%	9.2%	-8.2%	-0.4%	1.1%	.	.	5.5%	-2.6%	+	1.0*
COc1ccc(N(C(=O)C(C)C)S(=O)(=O)c2cccc([N+](=O)[O-])c2)cc1	-1.4%	7.9%	9.0%	-8.9%	2.0%	-0.5	38	2.0%	-2.2%	i	0.3

Of the compounds above, these have two or more sulfur atoms.
SMILES	HIV fusion peptide	GPR55 antagonists	PhoP inhibition	GPR35 arrestin U2OS	SIAH1 antagonists	NTR1 ag	NTR1 ag cell count 20 µM	Rac1 GTP hydrolysis	LYP phosphatase	Myeloid diff 2	Myeloid diff 2 GFP+ MAC1+ %
CCOC(=O)c1c(NC(=O)CSc2nnc3c(n2)[nH]c2ccc(F)cc23)sc(C(C)=O)c1C	3.9%	6.9%	-0.5%	11.4%	-7.4%	5.5	93	3.5%	-6.2%	i	0.6
O=C(O)C1SCCN1S(=O)(=O)c1ccc2ccccc2c1 (centres undefined)	4.4%	-4.7%	0.4%	1.1%	0.3%	0.5	72	4.3%	3.9%	i	0.8
O=C(N=C1SC2CS(=O)(=O)CC2N1Cc1ccc(F)cc1)C1CC1 (centres undefined)	-1.8%	-8.8%	-5.8%	6.3%	5.5%	-0.2	81	15.4%	-8.8%	i	1.4

(more compounds)
SMILES	HIV fusion peptide	GPR55 antagonists	PhoP inhibition	GPR35 arrestin U2OS	SIAH1 antagonists	NTR1 ag	NTR1 ag cell count 20 µM	Rac1 GTP hydrolysis	LYP phosphatase	Myeloid diff 2	Myeloid diff 2 GFP+ MAC1+ %
O=C(COc1ccc(S(=O)(=O)N2CCCCC2)cc1)NC1CCCCC1	0.3%	1.9%	-2.9%	-2.8%	-0.6%	1.0	53	9.7%	-1.7%	i	0.8
CCc1ccc(NC(=O)COn2nnc3ccc(S(=O)(=O)N(C)C)cc32)cc1	-1.3%	-14.7%	8.3%	2.7%	1.2%	6.0	81	8.7%	-8.6%	i	0.4
O=S(=O)(Nc1nc2ccc(S(=O)(=O)N3CCCC3)cc2s1)c1ccc(F)cc1	-0.5%	4.9%	-6.5%	-13.0%	5.5%	0.0	67	3.7%	3.2%	i	0.6
O=S(=O)(/C=C/c1ccccc1)N1CCN(c2nc(-c3ccccc3)nc3ccccc23)CC1	-0.9%	1.2%	-0.4%	-1.2%	-1.1%	1.9	59	10.0%	6.8%	i	0.6
O=C(Nc1ccccc1F)c1oc2ccccc2c1NC(=O)C1CC1	-0.8%	6.0%	-3.2%	8.1%	-0.1%	-0.3	60	12.4%	-7.9%	i	3.3
Cc1ncsc1CCOC(=O)c1ccccc1	2.2%	5.8%	-2.8%	2.4%	16.6%	0.1	86	9.4%	-4.6%	i	0.0
COc1ccc(C(=O)C2CCCN(C(=O)c3ccoc3C)C2)cc1F (centres undefined)	-0.5%	3.2%	-0.2%	0.0%	-1.7%	1.2	50	11.6%	-9.5%	i	0.2
Cc1ccc(C2c3[nH]c4ccccc4c3C[C@H]3C(=O)N(c4ccccc4C(=O)N4CCC[C@H]4C(=O)O)C(=O)N23)cc1 (some centres undefined)	6.0%	5.8%	-6.4%	-10.1%	-0.3%	-0.6	79	-1.6%	-4.3%	i	1.8
CCCn1c(CN2CCN(C(=O)OCC)CC2)nc2cc(NC(C)=O)ccc21	0.8%	7.1%	-3.1%	9.8%	-3.3%	0.1	81	3.7%	-4.5%	i	0.7
CN(C(=S)NC(=O)c1ccc(Br)o1)c1ccccc1	3.2%	9.3%	4.1%	2.3%	3.2%	1.1	57	6.2%	-6.6%	i	0.0
COc1ccc(NC(=O)CSc2nccn2Cc2ccccc2)c(OC)c1	-0.2%	-3.1%	8.7%	-9.6%	-2.2%	2.7	61	6.2%	-8.3%	i	0.0
CCOC(=O)N1CCC(NC(=O)CCc2nc(-c3ccccc3F)no2)CC1	2.2%	5.5%	7.3%	11.0%	-1.2%	-1.6	53	9.9%	-6.1%	i	0.4
